TNAP inhibition: human TNAP enzyme inhibitors, biochemical, luminescent (AID 518) | Alkaline phosphatase, tissue-nonspecific isozyme (Homo sapiens) | purified TNAP enzyme, luminescent substrate readout; higher % means a stronger effect | inhibition, % at 20 µM; hits with a dose series show IC50 in µM | hit rate 0.09% among 64,000; in the data active = a potency from the dose series; inactive = the rest, 99 in 100 with inhibition below about 22%;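 also: plate controls were vehicle for no effect and reference inhibitor for full effect; many of its hits are not listed in these tables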
Bfl-1 inhibitors: Bfl-1 inhibitors, primary screen, biochemical, fluorescence polarization, FITC-Bid, mouse (AID 432) | Bcl-2-related protein A1 (Mus musculus) | FITC-Bid BH3 peptide fluorescence polarization displacement; higher % means a stronger effect | one-dose displacement, % at 20 µM; IC50 in µM for titrated hits | hit rate 0.02% among 64,000; in the data active = a potency from the dose series; inactive = the rest, 99 in 100 with displacement below about 15%; also: strong numbers were not always called active
Spn DPM-DC inh: S. pneumoniae DPM-DC inhibitors, primary screen, biochemical, PK/LDH-coupled NADH fluorescence; hit rate 0.49% among 65,000; calls only at 10 µM; AID 556, 2006; diphosphomevalonate decarboxylase (Streptococcus pneumoniae D39); purified DPM-DC;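 active = the 320 compounds with the highest percent inhibition in the single-dose primary screen, excluding strongly autofluorescent ones, cut at about 32% in these data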;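 also: kinetic rate of NADH fluorescence loss reporting ADP formed by the decarboxylase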
Spn PMK inh: S. pneumoniae PMK inhibitors, primary screen, biochemical, mevalonate pathway, pilot trial included; purified PMK, PK/LDH-coupled NADH absorbance 340 nm; inhibition, % at 10 µM; hit rate 0.49% among 65,000;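 active = top-ranked compounds by inhibition in the single 10 µM screen, taking a fixed number of the strongest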;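 also: 0% = full reaction with DMSO carrier and 100% = background rate without enzyme reaction; no value below 0 was filed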
MK inhibit: S. pneumoniae MK inhibitors, primary screen, biochemical, PK/LDH-coupled NADH absorbance | mevalonate kinase [Streptococcus pneumoniae D39] | purified MK, PK/LDH-coupled NADH absorbance 340 nm | inhibition, % at 10 µM | hit rate 0.48% among 65,000;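 active = ranked among the strongest by inhibition in the single 10 µM screen, a fixed top-ranked set picked for dose follow-up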; also: no value below 0 was filed
HT1080 cytotoxicity: cytotoxicity in HT1080 fibrosarcoma cells, cell-based, fluorescence readout (AID 620); HT1080 viability, fluorescence; higher % means a stronger effect; one-dose cytotoxicity, % at 10 µM; EC50 in µM for titrated hits; hit rate 0.42% among 87,000;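 also: cells exposed to compound overnight then 4 h with Alamar Blue; 0% = vehicle DMSO and 100% = killing control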
HPDE-C7K KRASV12: cytotoxicity in KRAS-transformed pancreatic duct cells, primary screen, cell-based, fluorescence, HTS (AID 431) | hit rate 1.7% among 63,000 | HPDE-C7K KRASV12 cells, Alamar Blue viability, 48 h; higher % means a stronger effect | cytotoxicity, % at 10 µM; hits with a dose series show EC50 in µM;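 active = compounds whose percent cytotoxicity in the single-dose primary screen, scaled between solvent and toxic-drug controls, exceeds 50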;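 also: 0% = DMSO solvent wells and 100% = doxorubicin-treated wells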
HPDE-C7 viability: cytotoxicity in HPDE-C7 cells, cell-based, fluorescence, HTS (AID 430); HPDE-C7 pancreatic duct cells viability, fluorescence; higher % means a stronger effect; cytotoxicity, % at 10 µM; hits with a dose series show EC50 in µM; hit rate 1.8% among 63,000;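 also: cells exposed to compound for 48 hours before viability readout; 0% = vehicle and 100% = reference cytotoxic drug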
LYP phosphatase: LYP phosphatase inhibitors, primary screen, biochemical, DiFMUP fluorescence, recombinant catalytic domain, 10 µM (AID 606); 52,000 tested, under 10 active; recombinant LYP catalytic domain, DiFMUP fluorescence; higher % means a stronger effect; Tyrosine-protein phosphatase non-receptor type 22 (Homo sapiens); one-dose inhibition, % at 10 µM; IC50 in µM for titrated hits;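 active = IC50 under 40 µM in the dose-response test; inactive = IC50 of 40 µM or more, or never dose-tested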
Spn PMK inh pilot replicates: further read-out of Spn PMK inh, marked with its call; inhibition, %; measured here: pilot screen replicates
MK inhibit pilot replicates: recorded beside MK inhibit, whose call it bears; inhibition, %; measured here: pilot screen replicates
Spn DPM-DC inh pilot screen %: recorded beside Spn DPM-DC inh, whose call it bears; inhibition, %; measured here: pilot screen trials
* = called active by the depositor; i = inactive; . = no result given. Rule as the data show it, unless noted: active = cytotoxicity above about 50%; inactive = the rest.

SMILES	TNAP inhibition	Bfl-1 inhibitors	Spn DPM-DC inh	Spn PMK inh	MK inhibit	HT1080 cytotoxicity	HPDE-C7K KRASV12	HPDE-C7 viability	LYP phosphatase	others
NS(=O)(=O)c1cccc2cccnc12	9.5%	-1.5%	i	15.0	10.0	11.4%	-8.0%	-9.9%	.
Cc1ccc(NC2=NCC(=O)N2c2ccc3c(c2)OCCO3)c(C)c1	6.2%	2.1%	i	14.0	0.0	-1.1%	8.5%	8.9%	6.7%	Spn PMK inh pilot replicates=0.0;MK inhibit pilot replicates=0.0;Spn DPM-DC inh pilot screen %=1.0
CCOC(=O)C(C)n1cnc2c(nnn2-c2ccc(OC)cc2)c1=O (stereo not given)	8.3%	-1.2%	i	14.0	1.0	43.2%	-4.0%	-4.3%	9.6%
CCC(=O)Nc1ccc(NC(=O)c2ccccc2Cl)nc1	10.1%	0.8%	i	17.0	0.0	19.6%	-5.2%	0.9%	-20.1%
CC1CCCCN1C(=O)CSc1nc(C2CC2)nc2c1cnn2-c1ccccc1 (stereo not given)	4.9%	-1.7%	i	6.0	2.0	-11.5%	1.1%	-1.0%	.
NC(=O)c1c(-c2cccs2)csc1N	10.0%	-4.1%	i	0.0	2.0	7.8%	5.3%	0.7%	4.1%
COc1ccc(S(=O)(=O)NCCN2CCOCC2)c2ccccc12	4.5%	6.2%	i	8.0	12.0	0.3%	-13.3%	-21.3%	.
CC1CCCCC1NC(=O)c1cn(C)c2ccc(S(=O)(=O)N3CCCC3)cc2c1=O (stereo not given)	15.8%	-1.0%	i	10.0	6.0	-0.6%	-3.2%	-6.2%	.
CCCC(=O)Nc1ccc2c(c1)C(=O)N(CCC(=O)O)C2=O	4.2%	-2.8%	.	8.0	10.0	-8.0%	-3.3%	5.3%	8.6%
CC(C)COC(=O)Cn1cnc2ccc(Br)cc2c1=O	4.1%	3.9%	i	12.0	8.0	0.4%	5.9%	0.3%	.
COc1ccc(C2CC(=O)C3=C(C2)Nc2ccccc2N(C(C)=O)C3c2ccco2)cc1 (stereo not given)	7.2%	-5.8%	i	14.0	3.0	-7.8%	-6.6%	-13.6%	-8.4%
CN(C(=O)COc1cc(=O)n(C)c2ccccc12)c1ccc(Br)cc1	19.9%	-10.4%	i	10.0	6.0	.	3.7%	-8.8%	9.7%	Spn PMK inh pilot replicates=2.0;MK inhibit pilot replicates=3.0;Spn DPM-DC inh pilot screen %=0.5
CCOc1ccc(CCN2C(=O)C3C4C=CC(C4)C3C2=O)cc1OCC (stereo not given)	10.6%	-0.7%	i	0.0	7.0	-6.8%	4.9%	-1.5%	6.1%	Spn PMK inh pilot replicates=3.5;MK inhibit pilot replicates=1.5;Spn DPM-DC inh pilot screen %=0.5
CC(=O)Nc1nnc(SCC(=O)NC(C)(C)C)s1	9.9%	-0.5%	i	17.0	12.0	-1.2%	0.9%	0.6%	-9.8%
O=C(c1cc2ccccn2n1)N1CCN(Cc2ccccc2)CC1	2.9%	-0.4%	i	6.0	0.0	-4.9%	4.6%	-5.0%	14.6%
CC(C)C1N=C2c3ccccc3N=C(SCC(=O)NCCc3ccc(S(N)(=O)=O)cc3)N2C1=O (stereo not given)	11.1%	-2.3%	i	8.0	10.0	-4.0%	8.3%	-0.8%	6.9%	Spn PMK inh pilot replicates=4.0;MK inhibit pilot replicates=2.5;Spn DPM-DC inh pilot screen %=19.0
CC(C)C(NC(=O)C12CC3CC(CC(C3)C1)C2)C(=O)O (stereo not given)	4.9%	-14.0%	i	15.0	7.0	-7.5%	-3.2%	-3.9%	0.7%
O=C(NC12CC3CC(CC(C3)C1)C2)c1ccccc1O	18.1%	.	i	6.0	9.0	-5.4%	-20.4%	-10.1%	14.8%
COc1cccc2c(=O)c(SC(F)(F)C(F)C(F)(F)F)c(C)[nH]c12 (stereo not given)	2.9%	7.3%	i	4.0	8.0	10.2%	29.4%	12.4%	7.8%
CC(C)OCCCn1c(=S)[nH]c2ccc(N3CCOCC3)cc2c1=O	16.0%	9.5%	i	15.0	5.0	-10.3%	-7.5%	-8.2%	.
CC(C(=O)Nc1cccnc1)N1C(=O)C2C3C=CC(C3)C2C1=O (stereo not given)	9.9%	-2.5%	i	11.0	8.0	18.4%	-0.2%	-11.2%	3.7%
CCOc1ccc(NC(=O)CN2CCN(CC(=O)c3ccc(OC)c(OC)c3)CC2)cc1	4.0%	2.5%	i	2.0	0.0	-5.8%	-0.9%	-0.4%	6.2%
CCCC(=O)Nc1cc(=O)[nH]c2ncnn12	-1.9%	-3.0%	i	6.0	4.0	-5.2%	-15.5%	-11.2%	.
CCN(CC)CCCN(C(=O)c1cccs1)c1nc(-c2ccc(OC)cc2)cs1	12.8%	-5.4%	i	20.0	5.0	-2.5%	34.5%	34.2%	7.1%
COC(=O)CSc1nc2ccccc2o1	-2.9%	-3.7%	i	4.0	8.0	-6.6%	-6.6%	4.1%	.
Cc1sc2nc(CN3CCOCC3)nc(NS(=O)(=O)c3ccc4c(c3)OCCO4)c2c1C	2.7%	14.5%	i	19.0	1.0	-4.3%	2.7%	-3.3%	.
CC1CCc2[nH]nc(C(=O)O)c2C1 (stereo not given)	15.3%	-8.9%	i	0.0	11.0	6.5%	-19.0%	-18.7%	-9.8%
COc1cc(SC)ccc1C(=O)Nc1ccccc1C#N	17.8%	-6.4%	i	3.0	11.0	-4.9%	28.3%	5.8%	12.0%	Spn PMK inh pilot replicates=0.5;MK inhibit pilot replicates=0.0;Spn DPM-DC inh pilot screen %=0.0
COC(=O)c1ccccc1NC(=O)c1cc2sccc2n1C	5.7%	-3.3%	i	10.0	0.0	-25.5%	6.0%	3.3%	.
CCN(CC)CCCNC(=O)C1c2ccccc2Oc2ccccc21	0.3%	-6.5%	i	12.0	5.0	2.2%	-19.7%	-23.9%	8.2%
O=C(NC1CC2CCC1C2)C1CCN(S(=O)(=O)c2ccc(-c3nn[nH]n3)cc2)CC1 (stereo not given)	9.3%	-1.9%	i	12.0	0.0	-0.4%	10.0%	2.0%	.
CC1CCN(CCCNC(=O)COc2cc(=O)n(C)c3ccccc23)CC1	4.9%	-2.7%	i	7.0	3.0	2.4%	3.4%	-3.6%	-3.1%
CCCn1c(=O)c(C(=O)Nc2ccncc2)c(O)c2ccccc21	12.8%	2.2%	i	0.0	9.0	.	12.5%	31.4%	0.3%
COc1ccc(N2CCN(C(=O)CCCOc3cc(=O)n(C)c4ccccc34)CC2)cc1	-10.6%	-1.7%	i	11.0	0.0	0.6%	-6.8%	-18.6%	.
CC(=O)Oc1ccc(N(C(C)=O)S(=O)(=O)c2cccs2)cc1	10.2%	-9.4%	i	0.0	4.0	-1.0%	8.2%	7.9%	-1.8%
CCC1CCCCN1S(=O)(=O)c1ccc(S(=O)(=O)N(Cc2cccs2)C2CC2)cc1 (stereo not given)	16.6%	1.8%	i	12.0	0.0	-32.0%	5.7%	5.5%	3.3%
O=C(CN1C(=O)C2CCc3[nH]c4ccccc4c3C2C1=O)N1CCCC1 (stereo not given)	4.6%	1.2%	i	8.0	8.0	9.9%	0.2%	-1.8%	6.6%
COC(C)(C)c1cc(C(C)(C)C)nc(N)n1	9.7%	1.3%	i	0.0	7.0	6.9%	-0.8%	0.1%	6.6%	Spn PMK inh pilot replicates=0.0;MK inhibit pilot replicates=0.0;Spn DPM-DC inh pilot screen %=2.0
COc1ccccc1CC(=O)NCc1ccc2c(c1)OCO2	16.4%	-4.1%	i	0.0	0.0	1.9%	4.6%	1.6%	-4.6%	Spn PMK inh pilot replicates=2.5;MK inhibit pilot replicates=1.5;Spn DPM-DC inh pilot screen %=0.0
CN(Cc1nc(-c2cccnc2)no1)S(=O)(=O)c1ccc(Br)cc1	8.8%	3.2%	i	9.0	8.0	28.4%	-5.8%	-3.9%	-1.1%
Clc1ccc2nc(CN3CCCCC3)cn2c1	-2.6%	-0.1%	i	6.0	9.0	1.2%	4.0%	-1.0%	8.3%
CCOc1ccc2cc(S(=O)(=O)N3CCN(C)CC3)ccc2c1	10.6%	-7.4%	i	0.0	0.0	.	-3.1%	2.8%	2.6%
COc1ccc(CNC(=O)c2c(O)c3ccccc3n(C)c2=O)cc1OC	3.2%	0.1%	i	14.0	8.0	-18.2%	18.2%	7.8%	12.7%
CN(Cc1ccccc1)C1CC(=O)N(c2ccc(C(=O)O)cc2)C1=O (stereo not given)	4.7%	2.3%	i	8.0	8.0	-5.1%	-8.2%	-2.9%	.
O=C(CN(C(=O)CCC(=O)Nc1nccs1)c1cccc(F)c1)NCC1CCCO1 (stereo not given)	3.8%	2.8%	i	5.0	10.0	0.6%	-20.8%	-7.6%	1.2%
Cc1cc(NC(=O)CN2CCCCCCC2)no1	12.4%	-8.7%	i	9.0	1.0	3.3%	-25.4%	-15.8%	.
O=C(O)C1C2C=CC(C2)C1C(=O)NCc1ccc2c(c1)OCO2 (stereo not given)	0.0%	-3.2%	i	4.0	1.0	-17.3%	-12.7%	-26.8%	-1.4%
CCCn1c(SCC(=O)Nc2nccs2)nnc1-c1cccnc1	11.3%	-1.7%	i	9.0	8.0	11.4%	-25.8%	-17.2%	11.8%
O=C(NC1CCS(=O)(=O)C1)c1ccc(-c2ccc(Br)cc2)o1 (stereo not given)	1.0%	-2.1%	i	6.0	4.0	-4.7%	-22.1%	-10.4%	.
NC(=O)c1ccc(Br)c(S(=O)(=O)N2CCCCC2)c1	1.8%	-2.1%	i	2.0	8.0	-2.0%	-10.5%	-14.0%	-4.6%
CC(NC(=O)CN1C(=O)COc2ccccc21)c1ccccc1 (stereo not given)	4.8%	0.7%	i	9.0	1.0	-5.8%	-10.7%	-24.8%	13.5%
Nc1ccc2oc(-c3cccs3)nc2c1	9.1%	-1.8%	i	2.0	6.0	0.9%	13.0%	10.7%	0.8%

Four records picked at random from the list so far:
SMILES	TNAP inhibition	Bfl-1 inhibitors	Spn DPM-DC inh	Spn PMK inh	MK inhibit	HT1080 cytotoxicity	HPDE-C7K KRASV12	HPDE-C7 viability	LYP phosphatase	others
CC(C)C(NC(=O)C12CC3CC(CC(C3)C1)C2)C(=O)O (stereo not given)	4.9%	-14.0%	i	15.0	7.0	-7.5%	-3.2%	-3.9%	0.7%
O=C(CN1C(=O)C2CCc3[nH]c4ccccc4c3C2C1=O)N1CCCC1 (stereo not given)	4.6%	1.2%	i	8.0	8.0	9.9%	0.2%	-1.8%	6.6%
COC(C)(C)c1cc(C(C)(C)C)nc(N)n1	9.7%	1.3%	i	0.0	7.0	6.9%	-0.8%	0.1%	6.6%	Spn PMK inh pilot replicates=0.0;MK inhibit pilot replicates=0.0;Spn DPM-DC inh pilot screen %=2.0
COc1cccc2c(=O)c(SC(F)(F)C(F)C(F)(F)F)c(C)[nH]c12 (stereo not given)	2.9%	7.3%	i	4.0	8.0	10.2%	29.4%	12.4%	7.8%

Screening results (PubChem)
